Bioassay records as filed in PubChem BioAssay.
HePTP inh: human HePTP phosphatase inhibition. P35236. AID 521. inhibition, % at 20 µM. recombinant HePTP phosphatase activity, OD absorbance. hit rate 0.64% among 110,000; in the data active = inhibition above about 50%;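 note: plate controls were vehicle for no effect and reference inhibitor for full effect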
Target sequence (P35236 whole entry, looked up): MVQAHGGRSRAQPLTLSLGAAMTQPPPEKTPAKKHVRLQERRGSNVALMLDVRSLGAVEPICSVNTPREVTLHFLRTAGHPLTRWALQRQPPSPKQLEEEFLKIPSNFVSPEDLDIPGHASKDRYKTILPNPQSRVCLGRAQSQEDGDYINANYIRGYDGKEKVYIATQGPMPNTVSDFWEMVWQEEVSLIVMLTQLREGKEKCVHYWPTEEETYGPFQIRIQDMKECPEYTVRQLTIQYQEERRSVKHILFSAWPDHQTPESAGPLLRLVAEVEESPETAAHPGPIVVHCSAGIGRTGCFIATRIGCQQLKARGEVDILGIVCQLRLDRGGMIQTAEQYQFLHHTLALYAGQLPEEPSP
BAP1 inh: human BAP1 deubiquitinase inhibition; hit rate 0.48% among 72,000; activity remaining (% of control), % at 20 µM; AID 436; recombinant BAP1, Ub-AMC hydrolysis fluorescence kinetic; active compounds read low;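 active = activity remaining at or below 50% of control, provided the compound also passes the data quality filters; inactive = the rest, including low values that fail the filters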;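 note: 100% = DMSO wells rate and 0% = substrate alone blank rate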
Target sequence (Q92560 whole entry, looked up): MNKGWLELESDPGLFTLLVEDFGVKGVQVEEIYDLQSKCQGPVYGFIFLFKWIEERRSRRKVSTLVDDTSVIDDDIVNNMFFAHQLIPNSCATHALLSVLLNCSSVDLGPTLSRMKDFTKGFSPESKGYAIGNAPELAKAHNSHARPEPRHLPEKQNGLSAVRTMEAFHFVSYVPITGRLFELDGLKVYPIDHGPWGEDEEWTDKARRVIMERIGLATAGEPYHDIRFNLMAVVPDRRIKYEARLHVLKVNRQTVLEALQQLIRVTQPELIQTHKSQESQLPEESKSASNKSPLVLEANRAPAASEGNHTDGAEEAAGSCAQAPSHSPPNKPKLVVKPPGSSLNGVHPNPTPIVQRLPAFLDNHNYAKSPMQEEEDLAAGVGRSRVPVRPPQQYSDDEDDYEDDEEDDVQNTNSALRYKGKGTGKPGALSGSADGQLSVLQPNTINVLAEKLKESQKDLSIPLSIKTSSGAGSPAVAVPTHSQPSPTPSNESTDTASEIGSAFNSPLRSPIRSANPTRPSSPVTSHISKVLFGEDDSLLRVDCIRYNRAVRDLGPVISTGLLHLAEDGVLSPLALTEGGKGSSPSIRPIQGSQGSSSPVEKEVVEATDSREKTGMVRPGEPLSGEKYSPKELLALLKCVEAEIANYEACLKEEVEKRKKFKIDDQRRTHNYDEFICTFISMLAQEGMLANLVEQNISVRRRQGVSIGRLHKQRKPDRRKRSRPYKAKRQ
* hit, by the source's call; . = not tested or not shown; & = joins results of further samples. An unsorted share of the library (roughly 0.83% active in at least one column).

SMILES	HePTP inh	BAP1 inh
COc1ccc(-c2nnc(SCC(=O)Nc3sc4c(c3C#N)CCC4)n2CC2CCCO2)cc1 (stereo not drawn)	7	134
O=C(CCC1N=C2c3ccccc3N=C(SCc3ccccc3Cl)N2C1=O)NCc1ccco1 (stereo not drawn)	-4	104
COc1ccc(CN2CCN(C3CCC(c4ccccc4)CC3)CC2)c(OC)c1OC (stereo not drawn)	3	.
Fc1ccccc1OCCSc1nnnn1-c1ccccc1	2	118
COc1ccc(-c2cc(C(=O)N/N=C\c3ccc(C(C)C)cc3)[nH]n2)cc1	0	.
CC(C)CNC(=O)Nc1cccc(Cl)c1	3	.
O=C(c1cccs1)N1CCN(C/C=C/c2ccccc2)CC1	11	106
Cc1cc(C(=O)N2CCCCCC2)cs1	-4	95
CN1CCN(/C=N/c2c(C#N)cnn2C)CC1	-2	112
CCOC(=O)N1CCN(C(=O)c2cc3c(=O)[nH]c4ccccc4c3s2)CC1	11	55
COc1ccccc1-c1cn(S(=O)(=O)c2ccc(C)cc2)nc1N	8	71
O=C(CSc1ncccn1)N/N=C/c1ccccc1[N+](=O)[O-]	7	.
c1ccc2oc(N3CCOCC3)nc2c1	-1	.
CCC(=O)Nc1nonc1-c1nc2ccccc2n1Cc1ccccc1	8	50
Cc1cc(OCC(=O)NNC(=O)c2ccccc2C)ccc1Br	-13	.
COc1ccc(/C=C2\C(=O)NC(=S)N(c3ccc(Br)cc3C)C2=O)cc1[N+](=O)[O-]	12	.
CCc1ccccc1S(=O)(=O)Cc1ccc(C(=O)NCc2ccc3c(c2)OCO3)o1	3	78
CC1CN(S(=O)(=O)c2ccc(C(=O)Nc3nc(-c4ccc([N+](=O)[O-])cc4)cs3)cc2)CC(C)O1 (stereo not drawn)	10	.
CCOc1cc(/C=N/n2cnnc2)cc(Br)c1OCCOc1ccccc1OC	-14	.
Cc1ccc(-c2c3c([nH]c(=S)c2C#N)CCCC3)o1	-2	95
COc1ccc(C(C)(C)C)cc1NC(=O)Nc1ccc2c(c1)OCO2	2	70
CCOC(=O)c1c(CN2CCCCC2)n(C)c2cc(Br)c(O)c(CN(C)C)c12	-2	75
O=C(Nc1ccccc1NC(=O)NC1CCCCC1)NC1CCCCC1	3	46*
COc1ccc(S(=O)(=O)N2CCCC(C(=O)NC3CCCCC3)C2)cc1 (stereo not drawn)	2	102

Records above marked active in BAP1 inh:
SMILES	HePTP inh	BAP1 inh
O=C(Nc1ccccc1NC(=O)NC1CCCCC1)NC1CCCCC1	3	46*

More entries:
SMILES	HePTP inh	BAP1 inh
Cc1nnc(N2C(=O)C3CCC(C)(C2=O)C3(C)C)s1 (stereo not drawn)	-3	.
CC(C)N(C(=O)c1ccc(Cl)cc1Cl)C(C)C	4	.
O=C(CN(Cc1ccc(F)cc1)C(=O)Cn1nnc2ccccc21)NCC1CCCO1 (stereo not drawn)	10	76
CCn1c(SCC(=O)c2ccc3c(c2)OCCO3)nnc1-c1ccco1	2	116
COc1cc(C=O)cc(Br)c1OCc1ccccc1Cl	6	.
COc1cc(CN2CCOCC2)cc(C=O)c1O	0	.
CC(=O)/C=C(\C)N1N=C(c2ccccc2)CC1c1ccccc1 (stereo not drawn)	4	.
O=C(Cn1c(=O)n(-c2ccc(F)cc2)c(=O)c2sccc21)N1CCCC1	10	104
CC1=CC(C)(C)N(C(=O)CSc2nccn2C)c2cc(C)ccc21	12	103
CC(C)N(CCC(=O)c1ccc2ccccc2c1)Cc1ccccc1	.	48*
O=C(CCC1CCCC1)NC1CCCCCCC1	-3	.
Cc1cc2cc(CN(Cc3nnnn3C3CCCCC3)CC3CCCO3)c(=O)[nH]c2cc1C (stereo not drawn)	9	86
O=C(NCCCN1CCOCC1)c1ccccc1Br	-4	.
Cc1c(C#N)c2ccc(O)c(CN(C)C)c2n1-c1ccccc1	10	.
CCN(CC)P(=O)(/C(Cl)=C\Nc1c(C)n(C)n(-c2ccccc2)c1=O)N(CC)CC	0	86
c1ccc(-c2oc3ncnc(NCCCn4ccnc4)c3c2-c2ccccc2)cc1	3	112
Cc1cc(C)nc(N/N=C/c2ccc(N3CCOCC3)cc2)n1	-14	.
COCCCNC(=O)CCCC(=O)NCCCOC	7	91
O=C(O)C(Cc1ccccc1)N1C(=O)c2ccccc2C1=O (stereo not drawn)	.	76
O=C(O)C1C2C=CC(C2)C1C(=O)NCCCN1CCOCC1 (stereo not drawn)	1	105
Cc1ccc(C(=O)Nc2ccccc2CO)cc1[N+](=O)[O-]	4	.
Cc1ccccc1C(=O)Nc1ccc(N2CCOCC2)cc1	-10	.
O=C1CN(c2ccccc2F)C(=O)CN1c1ccccc1F	5	92
O=C(NCc1cn2ccccc2n1)c1ccc(Br)o1	11	105

4 compounds out of the list, arranged by molecular weight, largest number first:
SMILES	HePTP inh	BAP1 inh
c1ccc(-c2oc3ncnc(NCCCn4ccnc4)c3c2-c2ccccc2)cc1	3	112
O=C(NCc1cn2ccccc2n1)c1ccc(Br)o1	11	105
Cc1c(C#N)c2ccc(O)c(CN(C)C)c2n1-c1ccccc1	10	.
O=C1CN(c2ccccc2F)C(=O)CN1c1ccccc1F	5	92

Part of the list above in another layout.
| canonical_smiles | HePTP inh | BAP1 inh |
| --- | --- | --- |
| COc1ccc(/C=C2\C(=O)NC(=S)N(c3ccc(Br)cc3C)C2=O)cc1[N+](=O)[O-] | 12 | . |
| CCc1ccccc1S(=O)(=O)Cc1ccc(C(=O)NCc2ccc3c(c2)OCO3)o1 | 3 | 78 |
| CC1CN(S(=O)(=O)c2ccc(C(=O)Nc3nc(-c4ccc([N+](=O)[O-])cc4)cs3)cc2)CC(C)O1 (stereo not drawn) | 10 | . |
| CCOc1cc(/C=N/n2cnnc2)cc(Br)c1OCCOc1ccccc1OC | -14 | . |
| Cc1ccc(-c2c3c([nH]c(=S)c2C#N)CCCC3)o1 | -2 | 95 |

More compounds:
SMILES	HePTP inh	BAP1 inh
O=C(O)CCCc1ccccc1	-4	147
Cc1ccc(C(=O)N2CCN(c3ccccc3)CC2)o1	4	.
Cc1c(NC(=S)NC(=O)c2ccccc2Cl)cccc1-c1nc2ccccc2s1	-5	.
CCN1CCN(Cc2coc3ccc(C)cc3c2=O)CC1	-8	95
COc1cc2c(cc1NC(=O)c1ccc(Br)o1)oc1ccccc12	.	344
COC(=O)[C@H](Cc1ccccc1)NC(=O)NCCc1ccc(S(N)(=O)=O)cc1	-2	101
O=C(CCN1CCc2ccccc2C1)c1ccc2c(c1)OCCO2	2	105
O=C1CCCC2=C1C(Cc1ccccc1)C1=C(CCCC1=O)O2	-5	88
Cc1noc(C)c1S(=O)(=O)N1CCC(C(=O)N2CCN(Cc3ccc4c(c3)OCO4)CC2)CC1	5	108
Cc1nc(-c2cccc(NC(=O)c3cccnc3)c2)cs1	-1	.
O=S(=O)(c1cccc2nsnc12)N1CCc2ccccc2C1	-2	100
C=CCN1C(=O)C(O)(CC(=O)c2ccc(OC)cc2OC)c2cc(Br)ccc21 (stereo not drawn)	5	88
CCOC(=O)CC(=O)NC(C)(C)Cc1ccc(O)cc1	7	.
CC(=O)c1cc2c(cc1NC(=O)CSc1nc3ccccc3o1)OCO2	4	.
CC(=O)OCC(=O)[C@@]1(O)[C@H](C)C[C@H]2[C@@H]3CCC4=CC(=O)C=C[C@]4(C)[C@@]3(F)[C@@H](O)C[C@@]21C	4	97
CCC(C)c1ccc(OCCOc2ccc(/C=C3/SC(=S)N(C)C3=O)cc2)cc1 (stereo not drawn)	0	.
C=CCNc1nc2c3ccccc3n(C(C)=O)c2s1	4	108
COc1ccc2c(c1)CCC1C2=NN(/C(C)=C/C(C)=O)C1c1ccc(N(C)C)cc1 (stereo not drawn)	-1	.
O=C1N(c2ccccc2)C2CS(=O)(=O)CC2N1c1ccc(Br)cc1 (stereo not drawn)	2	98
COc1cc(/C=C2\SC(=S)N(NC(=O)c3ccccc3Br)C2=O)ccc1O	1	.
Cc1cccc(S(=O)(=O)C(C#N)c2nc3ccccc3nc2N2CCCC2)c1 (stereo not drawn)	-4	.
COc1ccc(C(=O)Nc2ccccc2C(=O)NC(C(=O)NCc2ccco2)C(C)C)cc1 (stereo not drawn)	-6	.
O=C(NC1CCCCCC1)C1c2ccccc2C(=O)N1Cc1cccnc1 (stereo not drawn)	12	107
Cc1ccccc1-c1nc(CN2CCC(C(=O)NC3CCN(Cc4ccccc4)CC3)CC2)c(C)o1	18	105
CCCOc1ccc(OC(=O)c2ccc(Br)o2)cc1	7	98
COc1ccccc1NC(=O)C1=C(C)NC2=C(C(=O)CCC2)C1c1cc(OC)c(OC)c(OC)c1 (stereo not drawn)	7	.
COC(=O)c1[nH]c2ccccc2c1NC(=O)CCN1CCN(C2CCCCC2)CC1	3	83
O=C(O)C1CC(=O)N(Cc2cccnc2)C1 (stereo not drawn)	4	98
N/C(Cc1ccc(Cl)cc1)=N\OC(=O)c1ccccc1Cl	-22	.
CS(=O)(=O)N(Cc1ccc(Cl)cc1)c1ccc(C(=O)N2CCCCCC2)cc1	.	106
Cc1c(C(=O)N2CCCc3ccccc32)sc2nc(-c3ccccc3)cn12	14	75
Cc1cccc(NCc2ccccc2O)n1	10	108
Cc1occc1-c1nnc(SCC(=O)NCC2CCCO2)n1C (stereo not drawn)	15	99
COc1ccc(-c2c(C#N)c(N)n3c(nc4ccccc43)c2C#N)cc1OC	36	.
CCN(CC)CCNC(=O)C(C(=O)c1ccccc1)n1ccccc1=O (stereo not drawn)	9	99
C=CCc1cccc2cc(C(=O)N3CCN(c4ccccn4)CC3)c(=O)oc12	3	.

Complete entries as entered above. Order of values: HePTP inh	BAP1 inh
O=C(CSc1ncccn1)N/N=C/c1ccccc1[N+](=O)[O-] reads 7	.
C=CCc1cccc2cc(C(=O)N3CCN(c4ccccn4)CC3)c(=O)oc12 reads 3	.

Next part
SMILES	HePTP inh	BAP1 inh
COc1ccc(S(=O)(=O)n2cnc3ccccc32)cc1OC	6	.
O=C(CN1C(=O)S/C(=C/c2ccccc2F)C1=O)Nc1cccc(O)c1	2	.
C=CCNC(=O)CCCOc1ccc(Cl)cc1Cl	-10	.
Cc1nccn1CCc1n[nH]c(=S)n1Cc1ccccc1	7	109
O=C(c1cccc(F)c1)N1CCN(C(=O)c2cccc(Cl)c2)CC1	-1	.
CC(C)(Cc1ccc(O)cc1)NC(=O)c1ccccc1	5	.
CC1=C(C(N)=O)C(c2ccc(Cl)cc2Cl)n2ncnc2N1 (stereo not drawn)	6	103
Cc1ccsc1C(=O)OCC(=O)c1cc(C)n(CC2CCCO2)c1C (stereo not drawn)	0	106
c1ccc(C2CCC(N3CCN(C4CCCC4)CC3)CC2)cc1 (stereo not drawn)	1	.
O=C(Nc1ccc(O)cc1)C1CCCN1S(=O)(=O)c1ccc(F)cc1 (stereo not drawn)	-6	93
O=C(NCc1n[nH]c(=S)n1-c1ccc(Br)cc1)c1cccs1	.	121
O=C1CC(c2ccccc2)CC2=C1C(c1ccc([N+](=O)[O-])cc1)Nc1ccc(C(=O)c3ccccc3)cc1N2 (stereo not drawn)	-1	.
O=C(Nc1ccc(I)cc1Cl)c1ccccc1[N+](=O)[O-]	5	.
O=C(OCc1cc2ccccc2[nH]c1=O)c1cccnc1	0	87
CCOC(=O)C1=NNC(C(=O)c2ccccc2)C1c1ccccc1 (stereo not drawn)	1	.
COC(=O)c1ccc(C(=O)Nc2cc(Cl)ccc2Cl)cc1NC(=O)c1cc2cccc(O)c2cc1O	0	.
c1ccc2c(c1)CCN(c1nc3ccccc3n3cnnc13)C2	3	81
CSC(=O)NC12CC3CC(CC(C)(C3)C1)C2	5&4	95
O=C(O)c1cc(-c2ccncc2)nc2ccc(F)cc12	8	95
O=C(C1=C(O)C(=O)N(c2nncs2)C1c1ccc(Cl)cc1)c1cccs1 (stereo not drawn)	3	.
Cc1ccc(C)n1-c1ccc(SCC(=O)O)cc1	103*	.
CCOc1ccc(S(=O)(=O)Nc2cccnc2)cc1	2	101
COc1ccc(-c2cn3ccc4ccccc4c3n2)cc1OC	8	.
Brc1ccccc1C=NN1CCN(Cc2ccccc2)CC1	13	.
COc1cccc(OC)c1C(=O)N1CCN(Cc2ccc3c(c2)OCO3)CC1	1	100
CCOC(=O)Cn1c(C)nc2c(C(=O)OCC)sc(C)c2c1=O	3&-4	67
Cc1sc(NC(=O)c2ccccc2)c(C(=O)N2CCN(C)CC2)c1C	5	89
O=C1CSC(c2ccc(F)cc2)N1CCN1CCCCC1 (stereo not drawn)	-4	.
Cc1[nH]n(-c2nc(-c3cccc([N+](=O)[O-])c3)cs2)c(=O)c1N=Nc1ccc(Cl)c(Cl)c1	-3	.
CCCCS(=O)CC(O)COc1ccccc1 (stereo not drawn)	-4	.
O=C(COC(=O)c1cccs1)NCc1ccc2c(c1)OCO2	7	118
CCCCn1c(=S)[nH]c2c(oc3ccc(Cl)cc32)c1=O	-4	119
O=C(O)c1cccc(CSc2ncccn2)c1	-8	108
COc1ccccc1N1CCN(C(=O)c2ccccc2I)CC1	8	.
CCCc1ccc(OCCNC(=O)CC)cc1	1	86
COc1ccc(C(=O)Nc2ccc(S(=O)(=O)Nc3nccc(C)n3)cc2)cc1[N+](=O)[O-]	6	.
O=C(CSc1nnnn1-c1ccccc1)Nc1nccs1	-24	.
COc1ccc(N2CCN(CC(=O)Nc3c(C)cc(C)cc3C)CC2)cc1	-5	89
O=C1COc2cccnc2N1	8	105
O=C(NCCCCc1ccccc1)c1sc2ccccc2c1Cl	9	.
CC(=O)NCCC(=O)Nc1ccc(C)c(F)c1	-8	88
Cc1nnc(SCc2cnc(-c3ccc(C(C)C)cc3)s2)n1C	3	88
COc1cc(OC)c(C2C(C(=O)OCC3CCCO3)=C(C)NC3=C2C(=O)CCC3)cc1OC (stereo not drawn)	10	.
O=C(Cc1ccccc1)Nc1cc(C(F)(F)F)cc(C(F)(F)F)c1	0	.
COc1ccc(S(=O)(=O)Nc2cc(C(=O)NCCC(C)C)ccc2N2CCOCC2)cc1	0	90
NS(=O)(=O)c1ccc(NC(=O)/C=C/c2ccccc2Cl)cc1	-7	.
